# Compound activity deposited in PubChem BioAssay by several laboratories.
# NPY Y1 blocker: NPY-Y1 receptor antagonists, primary screen, cell-based. HEK293-CNG Y1 cells, membrane potential fluorescence; NPY at EC95, then isoproterenol. actives 1% (n = 200,000). inhibition, % at 3.6 µM. Neuropeptide Y receptor type 1 (Homo sapiens), P25929;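 active = inhibition above the campaign mean inhibition of all tested compounds plus 3 SD, cut at about 20% in these data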;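 note: 0% = DMSO wells given NPY plus isoproterenol and 100% = isoproterenol alone without NPY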
# Target sequence (P25929 whole entry, looked up): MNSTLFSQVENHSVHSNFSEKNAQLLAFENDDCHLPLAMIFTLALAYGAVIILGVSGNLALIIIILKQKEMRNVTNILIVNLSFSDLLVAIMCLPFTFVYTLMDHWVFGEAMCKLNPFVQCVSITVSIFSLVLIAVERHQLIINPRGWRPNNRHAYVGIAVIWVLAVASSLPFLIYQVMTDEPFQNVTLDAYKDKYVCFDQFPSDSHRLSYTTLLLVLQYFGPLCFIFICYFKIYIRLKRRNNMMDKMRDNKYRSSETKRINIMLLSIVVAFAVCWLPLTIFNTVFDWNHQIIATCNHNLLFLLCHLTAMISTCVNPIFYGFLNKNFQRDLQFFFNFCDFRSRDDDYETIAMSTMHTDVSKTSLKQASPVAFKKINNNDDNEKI
#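 Test system: HEK293 cells co-expressing NPY Y1 receptor and cyclic-nucleotide gated channel; Also added: NPY (25 nM), isoproterenol (1 µM), Ro 20-1724 (25 µM); Compound dosing: one concentration, 3.6 µM, in 0.4% DMSO; Timing: dye 3 h, compound 60 min room temperature, stimulation 45 min; Technique: Membrane-potential fluorescent dye readout.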
# TRPML3 agonist: human TRPML3 channel agonists, primary screen, cell-based, HEK293 TRPML3-YFP, Fluo-8 calcium fluorescence, 3 µM | Mucolipin-3 (Homo sapiens), Q8TDD5 | actives 0.29% (n = 220,000) | activation, % at 3 µM | 100% = the carbachol control signal;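 active = activation above its plate's cutoff, the mean activation of the plate's test wells plus 3 SD, cut at about 12% in these data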;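 note: 0% = DMSO only wells and 100% = carbachol wells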
#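 Material: TRPML3-YFP stable HEK293 cells | Dosing: One concentration, 3 µM nominal, 0.3% DMSO | Timing: 125 s total fluorescence read per well | Technique: Fluo-8 calcium dye fluorescence, ex 470-495, em 515-575 nm | Measure: Percent activation from peak-to-basal fluorescence ratio, scaled between DMSO and carbachol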
# NPY1 pot ag: NPY-Y1 receptor potentiators or agonists, primary screen, cell-based; actives 0.37% (n = 220,000); Neuropeptide Y receptor type 1 (Homo sapiens), P25929; NPY-Y1 expressing cells, potentiator/agonist activation; activation, % at 3.6 µM; in the data active = activation above about 33%, passing the limit was not always enough;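 note: cells stimulated with NPY at EC10 then isoproterenol at EC100; 0% = low agonist plus stimulus and 100% = saturating agonist plus stimulus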
# S1P4 antagonist: S1P4 receptor antagonists, primary screen, cell-based; Sphingosine 1-phosphate receptor 4 (Homo sapiens), O95977; S1P4-expressing cells, antagonist mode, reporter read-out; inhibition, % at 4.98 µM; actives 0.26% (n = 220,000); AID 1510, 2009; in the data active = inhibition above about 29%;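 note: 0% = wells stimulated with agonist and 100% = vehicle wells without agonist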
# TRPN1 ag: zebrafish TRPN1 channel agonists, primary screen, cell-based, HEK293, calcium fluorescence; transient receptor potential cation channel N1 (TRPN1/NompC), Danio rerio; HEK293 zebrafish TRPN1-YFP, Fluo-8 calcium fluorescence; 100% = response to 87 µM carbachol; activation, % at 3 µM; actives 0.18% (n = 220,000); AID 1424, 2008;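 active = activation above its plate's cutoff, the mean activation of test wells on that plate plus 3 SD, cut at about 19% in these data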;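 note: 0% = DMSO alone and 100% = 87 µM carbachol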
#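 Material: zebrafish TRPN1-YFP in HEK293 cells. Doses: one dose of 3 µM, 0.3% DMSO. Incubation: dye 1 h 37 °C plus 30 min RT. Measured by: intracellular calcium fluorescence with Fluo-8.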
# S1P4 ag: S1P4 receptor agonists, primary screen, cell-based; actives 0.35% (n = 220,000); Sphingosine 1-phosphate receptor 4 (Homo sapiens), O95977; activation, % at 4.98 µM; AID 1509, 2009; S1P4-expressing cell line, agonist reporter assay; in the data active = activation above about 11%;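 note: 0% = DMSO vehicle and 100% = reference agonist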
# EP2 mod: EP2 receptor modulators, cAMP readout, primary screen, cell-based, HTRF cAMP, PGE2 stimulation; EP2-expressing cells, cAMP HTRF FRET, PGE2 co-stimulation; actives 0.83% (n = 260,000); Prostaglandin E2 receptor EP2 subtype (Homo sapiens), P43116; induction, % at 25 µM;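 active = compounds whose cAMP rise, as percent of the full-agonist control response, exceeds 60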;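 note: rat C6 glioma line stably carrying human EP2 under a CMV promoter; the protocol text gives 20 µM as final concentration; 100% = response of wells given 1 µM PGE2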
# Target sequence (P43116 whole entry, looked up): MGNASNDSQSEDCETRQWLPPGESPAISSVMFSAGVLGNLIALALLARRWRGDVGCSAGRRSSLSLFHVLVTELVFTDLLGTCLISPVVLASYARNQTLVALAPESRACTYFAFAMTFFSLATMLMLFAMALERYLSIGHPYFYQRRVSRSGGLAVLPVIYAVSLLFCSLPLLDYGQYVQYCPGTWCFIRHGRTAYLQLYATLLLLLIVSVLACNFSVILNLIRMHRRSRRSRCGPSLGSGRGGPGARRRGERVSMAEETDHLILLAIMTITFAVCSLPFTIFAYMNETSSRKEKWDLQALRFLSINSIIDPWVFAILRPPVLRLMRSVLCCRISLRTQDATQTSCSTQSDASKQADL
# NPY2 pot ag: NPY-Y2 potentiators or agonists, primary screen, cell-based | cells expressing NPY-Y2, potentiator/agonist read-out | activation, % at 3.6 µM | actives 0.45% (n = 220,000); in the data active = activation above about 27%;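 note: cells stimulated with NPY near EC25 plus isoproterenol at EC100; 0% = vehicle plus submaximal agonist and 100% = vehicle plus saturating agonist; some results beyond the cut were filed as inactive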
# CHOP inhibitor: inhibitors of CHOP promoter induction, primary screen, cell-based, unfolded protein response, luciferase reporter | actives 3.8% (n = 220,000) | inhibition, % at 10 µM | AID 2732, 2010 | CHO-K1 CHOP-promoter luciferase, tunicamycin-induced, 15-18 h;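 active = compounds that reduced the stress-induced luciferase reporter signal by more than about 70% of percent inhibition, limit read from the data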;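 note: 0% = tunicamycin plus vehicle and 100% = wells without tunicamycin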
# * marks the source's active call; other numbers are inactive results; . = not tested or not shown; & = joins results of further samples. This is a random part of the collection. About 6.5% of those tested had a hit in this group.
SMILES	NPY Y1 blocker	TRPML3 agonist	NPY1 pot ag	S1P4 antagonist	TRPN1 ag	S1P4 ag	EP2 mod	NPY2 pot ag	CHOP inhibitor
N#Cc1cc(S(=O)(=O)c2ccccc2)c(N)[nH]c1=O	0	0.2	-1	-3	0.9	-2.9	10	-19	-3
Oc1c(C=C2N=c3ccccc3=N2)sc(=S)n1-c1ccc2ccccc2c1	.	0.9	22	-28	1.4	0.8	-2	-1	34
CCn1c2ccccc2c2cc(NS(=O)(=O)c3ccc(C)cc3)ccc21	-7	-0.8	18	-11	-1.4	-0.5	23	15	6
COc1ccc(-n2c(Cc3cccn3C)nnc2SCC(=O)NCc2ccco2)cc1	-6	-0.1	3	-6	-1.0	-1.7	28	13	8
CCOC(=O)c1cnc(SCC(=O)Nc2cc(C(F)(F)F)ccc2N2CCOCC2)nc1N	0	0.0	2	7	1.5	-1.3	5	26	15
CCN(CC)c1ccc(C(=O)c2ccccc2C(=O)O)c(O)c1	2	1.2	-27	2	-0.2	-1.0	16	-3	-22
O=S(=O)(c1ccc2ccccc2c1)N1CCN(S(=O)(=O)N2CCOCC2)CC1	-1	0.4	-9	0	1.1	2.6	13	0	4
O=C(CCn1cnnn1)Nc1ccc(Cl)c(Cl)c1	-1	1.6	10	-6	0.7	0.5	-44	5	6
CCN(CC)CCCn1c(C)cc2c(c1=O)C(c1ccccc1)C(C#N)=C(N)O2 (stereo not given)	-4	0.7	-5	23	-1.3	-2.3	10	10	-23
COc1cccc(C2CC3(CC(C)(C)NC(=S)N3)Oc3cc(O)ccc32)c1 (stereo not given)	-3	0.2	11	-23	-0.3	-0.4	0	6	13
Cc1occc1C(=O)Nc1cccc([N+](=O)[O-])c1C	.	0.3	1	-3	-0.4	-0.4	7	-13	-29
COc1ccc(C2=Nn3c(nnc3-c3ccco3)SC2)cc1	15	-0.6	0	0	-1.7	2.5	33	-14	-9
CCOC(=O)Nc1ccc(S(=O)(=O)Nn2cnnc2)cc1	0	1.2	13	-9	-0.1	0.4	-4	10	-5
CCCC(=O)NC(c1ccco1)c1cc([N+](=O)[O-])c2cccnc2c1O (stereo not given)	14	0.1	-6	-5	1.2	-1.1	20	-15	16
N#Cc1ccsc1NC(=O)COC(=O)c1ccc(NC(N)=O)cc1	-1	0.6	1	-21	0.2	-0.6	-16	2	-15
CCOC(=O)CC(c1ccc(N)cc1)n1c(C)ccc1C (stereo not given)	-2	0.2	11	-8	0.3	2.5	17	4	14
C/C(=N\NC(=O)c1ccc(Cn2cc(Br)cn2)o1)c1cccc(NC(=O)C(C)(C)C)c1	1	0.3	4	-4	0.0	1.7	-43	3	15
CCCn1c(C)cc(C(=O)CSc2nc3nc(C)cc(C)n3n2)c1C	0	1.3	-16	-7	1.0	-1.9	11	3	26
COc1cc(CNCCc2ccccc2)ccc1OCC(N)=O	5	1.1	-1	-20	1.1	0.1	-6	-15	-6
CC(C)(C)C(=O)NC(=S)Nc1ccc(Cl)c(C(=O)O)c1	2	-0.1	-2	-5	-1.2	-2.7	-10	-7	6
O=C(CSc1ccc2nnc(-c3cccnc3)n2n1)NCc1ccco1	2	0.9	10	-9	1.2	-1.9	6	3	17
c1cc2c3c(cccc3c1)C(N1CCOCC1)=N2	.	0.9	4	-14	2.5	1.2	-6	-10	16
CC(/C=C/c1ccccc1F)=N\NC(=O)c1cccc(F)c1	7	0.4	-6	-8	0.2	1.5	-36	-1	-28
Cc1ccc(C)c(NC(=O)CCC(=O)N/N=C2/CC(=O)CC(C)(C)C2)c1	-2	1.1	14	-13	0.8	1.1	25	4	15
O=C1CS/C(=N/N=C/c2ccc(OS(=O)(=O)c3ccccc3)cc2)N1	8	0.4	-7	-7	2.0	1.8	-23	-6	29
C(=N\Nc1nc(-c2ccccc2)cs1)/c1cccnc1	1	1.1	5	7	1.5	0.5	-18	-10	42
Cc1cc(NC(=O)CCCOc2ccc(Cl)cc2Cl)no1	8	0.5	-10	-6	4.6	0.7	3	2	5
COc1cc(/C=N/N2C(=O)C3C4C=CC(CC4)C3C2=O)ccc1O (stereo not given)	-3	0.4	1	-18	0.5	1.0	21	-6	-1
CCN(CC)c1ccc(C(=O)OCC(=O)Nc2cc3oc4ccccc4c3cc2OC)cc1	8	0.5	10	-12	0.0	-1.5	32	11	-1
CN(Cc1nc(C(c2ccccc2)c2ccccc2)no1)CC1COCCO1 (stereo not given)	6	-1.2	-3	-12	-1.9	0.8	13	-2	17
CO/N=C/NC(=O)NOCc1ccc(Cl)cc1Cl	2	-0.4	-21	-1	-0.7	0.6	15	-8	11
Cc1nn(C)cc1CN1CCCC(C(=O)c2ccc(-c3ccccc3)cc2)C1 (stereo not given)	6	1.6	-25	0	-1.6	-1.3	-48	-6	3
O=C(NCc1ccco1)c1ccc2c(c1)C(=O)c1ccccc1-2	-3	0.1	-15	-9	-0.7	-2.2	-43	3	-44
Cc1ccc(N=C2N=C(N)c3ccccc32)c(C)c1	-4	0.1	-9	1	0.3	2.4	-2	-18	-12
Cc1sc2ncnc(NCCc3ccc(S(N)(=O)=O)cc3)c2c1C	-2	2.4	-38	-55	5.7	2.4	-18	-1	73*
CC(C)(C)C(=O)COC(=O)c1ccccc1O	-1	0.1	1	8	-0.2	-2.0	29	-23	-3
CCSc1nc(CC)c2c(c1C#N)CCCC2	1	0.5	-38	-3	0.9	1.8	26	-18	60
O=C1CC(/C=C/c2ccncc2)=Nc2ccccc2N1	3	0.9	-17	-10	1.4	-0.7	-5	-13	-29
Nc1ccc(-c2cnc(-c3ccc(N)cc3)nc2)cc1	-3	-0.1	9	-16	0.7	-0.8	24	-10	-18
CCOC(=O)C1=C(C)N=C2SCCC(=O)N2[C@@H]1/C=C/c1ccccc1	7	-1.4	2	1	-1.4	-0.9	27	7	21
Cc1ccnc(NC(=S)NC(=O)/C=C/c2ccccc2)c1	4	0.2	-20	-18	0.1	0.1	11	1	45
CCOc1ccc(-c2nnn(CC(=O)NCc3ccccc3)n2)cc1	8	1.2	-7	-8	1.5	19*	-46	6	22
COc1ccc(NS(=O)(=O)c2ccc3c(c2)n(C)c(=O)n3C)cc1	4	0.7	-2	-11	1.1	1.0	-56&-40	-16	17
O=C(COc1ccc(Cl)cc1)Nc1nc(-c2ccc(S(=O)(=O)N3CCOCC3)cc2)cs1	0	0.6	1	8	1.2	0.0	-20	-3	24
COC(=O)c1cc(C#N)c(N(C)Cc2ccccc2)nc1C	10	-0.2	-13	11	-1.9	0.0	58	1	46
COC(=O)c1ccc(CSc2ccccc2C)o1	-3	-0.9	3	4	-2.4	-0.2	6	9	42
CCOC(=O)CC1OC(=O)c2cc3c(cc21)C(=O)OC3CC(=O)OCC (stereo not given)	.	1.2	2	-3	1.5	3.0	22	-2	-4
C=CCn1c(=N)n(CC(=O)O)c2ccccc21	-3	-0.1	11	2	-0.1	1.6	25	17	21
CCOc1ccccc1OCCn1nnc2ccccc21	2	-0.2	-6	-16	1.5	-0.6	23	-16	7
N#Cc1c(-c2ccccc2)cc(-c2ccccc2)nc1Br	-1	0.7	10	-25	1.2	0.0	39	-1	23
CC(=O)OCC1OC(Sc2cccc3cccnc23)C(OC(C)=O)C(OC(C)=O)C1OC(C)=O (stereo not given)	0	1.0	18	-6	-4.1	1.1	5	-4	-20
CC(C)CN(C(=O)COC(=O)Cc1c[nH]c2ccccc12)C1CCS(=O)(=O)C1 (stereo not given)	-1	0.4	15	-12	0.7	0.4	-45	3	-5
O=S(=O)(c1ccc2c(c1)OCCO2)N1CCC(n2nnc3cc(C(F)(F)F)ccc32)CC1	1	-0.8	-2	-2	0.6	-1.5	-39	-4	70*
COc1ccc(OC)c(C2NC(=S)NC3=C2N2CCC3CC2)c1 (stereo not given)	7	-0.1	1	12	0.5	-1.1	-13	1	0
C=CCNC(=O)c1ccc2c(c1)nnn2C	-3	0.2	-8	-15	1.3	0.8	26&-8	-5	0
Fc1cccc(Cc2noc(CN3CCCCC3CCc3ccccn3)n2)c1 (stereo not given)	7	-0.4	-16	-18	-0.6	-1.0	-16	-6	-15

# (more compounds)
SMILES	NPY Y1 blocker	TRPML3 agonist	NPY1 pot ag	S1P4 antagonist	TRPN1 ag	S1P4 ag	EP2 mod	NPY2 pot ag	CHOP inhibitor
CC(=O)N/C(=C/c1ccc2c(c1)OCO2)C(=O)Nc1ccccc1	0	0.5	-4	-7	0.2	-0.6	12	6	-58
Cc1nc(SCC(=O)Nc2ccc(F)cc2)c2oc3ccccc3c2n1	6	1.2	-7	0	1.2	1.6	-6	-1	106*
CCCCC(=O)Nc1ccc(Cl)cn1	-5	-0.3	-2	-16	-0.2	-0.8	12	2	11
CCOc1ccc(-c2nnc(NC3=NCCCCC3)o2)cc1	3	0.8	4	-1	-0.9	0.8	-21	7	2
c1cc2c3c(cccc3c1)NC1(CCCCCC1)N2	1	0.5	16	1	-1.5	0.0	-27	9	107*
CCOc1cc([C@@H]2C[C@H]3CN(c4ccccc4)C(=O)[C@]34CCCN24)ccc1OC	-2	-0.3	-18	-7	0.0	-0.3	24	-10	84*
Cc1ccc(/C=C/C(=O)Nc2cc(=O)n(C)c(=O)n2C)o1	1	1.2	8	-18	-0.2	-0.2	-4	8	7
COCCCNC(=S)Nc1ccc(C)cc1[N+](=O)[O-]	1	0.1	13	4	-1.3	-0.1	7	10	27
Cc1ccc(Nc2nc(N)nc(CCl)n2)c(C)c1	.	0.4	-2	0	-0.2	1.4	-14	6	-115
Nn1cc(-c2ccccc2)nc1SCC(=O)NCCc1ccccc1	-5	0.2	-10	22	-0.7	-1.6	-56	-9	16
Nc1c(C(=O)O)sc2nc(-c3ccccc3)c3c(c12)CCCC3	8	0.9	-4	-11	-1.1	1.4	22	6	16
